Glyco luc inh: N-linked glycosylation inhibition. reporter increase, % at 12.5 µM. hit rate 0.23% among 360,000. D54 ERlucT glycosylation luciferase reporter, 24 h; percent of 100 nM tunicamycin response;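 active = mean luciferase reporter signal, scaled so untreated is 0 and the glycosylation-blocking control 100, at or above a set limit in every replicate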;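 note: luciferase carries N-glycosylation sites so blocking glycosylation raises the light; 0% = median of neutral control wells and 100% = median of 100 nM tunicamycin wells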
ABCB6 inh 2: blocks the human ABCB6 transporter. Q9NP58. K562-ABCB6 porphyrin accumulation, flow cytometry, 1 h; stronger effect = lower value. fluorescence ratio to DMSO, % at 10 µM. hit rate 0.19% among 360,000. AID 602162;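 active = fluorescence ratio to DMSO below 75%, the collection mean minus 3 SD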;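 note: signal is porphyrin accumulated inside mitochondria; 100% equals median channel fluorescence of DMSO control wells; lower ratio means ABCB6 inhibition with less porphyrin fluorescence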
MC4R antagonist: antagonists of human melanocortin 4 receptor (MC4R); P32245; MC4R-expressing cells, MTII-stimulated cAMP, LANCE TR-FRET; inhibition, % at 6.5 µM; hit rate 0.48% among 360,000; AID 540295;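 active = inhibition above its plate's cutoff, the mean of tested wells on that plate plus 3 SD, cut at about 29% in these data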;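 note: 0% = Melanotan II alone and 100% = Melanotan II plus saturating MCL0020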
Target sequence (P32245 whole entry, looked up): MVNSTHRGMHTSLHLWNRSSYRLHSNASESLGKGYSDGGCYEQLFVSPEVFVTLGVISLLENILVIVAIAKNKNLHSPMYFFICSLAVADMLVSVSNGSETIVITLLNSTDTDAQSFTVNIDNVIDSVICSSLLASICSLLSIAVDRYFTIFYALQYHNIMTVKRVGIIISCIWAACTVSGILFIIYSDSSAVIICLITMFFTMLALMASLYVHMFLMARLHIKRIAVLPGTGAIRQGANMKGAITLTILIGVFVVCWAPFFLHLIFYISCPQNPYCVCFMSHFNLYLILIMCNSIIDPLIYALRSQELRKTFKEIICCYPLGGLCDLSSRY
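System: U2OS-MC4R stable cell line; Technique: Eu-cAMP/anti-cAMP TR-FRET, emission 671 nm; Repeats: single well per compound; Also added: Melanotan II; Dosing: one concentration, 6.5 µM nominal; Schedule: 30-min compound, 1-h challenge, 1-h detection, room temperature.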
Granule exo inh: blocks lytic granule exocytosis; AID 651702; hit rate 0.66% among 360,000; TALL-104 LAMP-1 surface exposure, flow cytometry; cells stimulated with thapsigargin and PMA; inhibition, % at 10 µM;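 active = inhibition above about 55%, limit read from the data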
H9c2 protect: myocardial damage modulation in H9c2 cells; H9c2 cardiomyocytes, H2O2 injury protection, ATPLite, 2 h; protection from H2O2 cell death, % at 20 µM; hit rate 0.63% among 360,000; AID 588492;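 active = compounds giving at least 50% protection of heart cells from peroxide-induced death in the single-dose screen, raw or plate-pattern-corrected value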;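 note: 0% = DMSO wells with peroxide and 100% = DMSO wells without peroxide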
MC4R barr agon: activates human MC4R beta-arrestin recruitment. P32245. U2OS MC4R beta-arrestin complementation, luminescence; percent of melanotan II response, DMSO zero. activation, % at 8.9 µM. hit rate 0.98% among 360,000. AID 540308;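 active = activation above a per-plate cutoff, the mean activation of sample wells on that plate plus 3 SD, cut at about 8% in these data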
ABHD5 PLIN5 PPI: inhibitors of human ABHD5-perilipin-5 interaction. Q00G26+Q8WTS1. Split G. princeps luciferase complementation, luminescence, 4 h. inhibition, % at 4 µM. hit rate 0.78% among 360,000;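 active = inhibition above the mean inhibition across every tested compound plus 3 SD, cut at about 22% in these data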;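 note: 0% = DMSO only wells and the 100% control is not disclosed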
m5-HT2A agonist: activates the mouse 5-HT2A serotonin receptor. P35363. CHO-K1 mHTR2A beta-arrestin complementation, luminescence; percent of 30 µM serotonin response. activation, % at 7.6 µM. hit rate 0.66% among 360,000. AID 624169;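 active = activation above a run cutoff, the mean activation of all tested compounds plus 3 SD, cut at about 14% in these data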;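 note: 0% = plate median of compound wells and 100% = 30 µM serotonin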
Target sequence (P35363 whole entry, looked up): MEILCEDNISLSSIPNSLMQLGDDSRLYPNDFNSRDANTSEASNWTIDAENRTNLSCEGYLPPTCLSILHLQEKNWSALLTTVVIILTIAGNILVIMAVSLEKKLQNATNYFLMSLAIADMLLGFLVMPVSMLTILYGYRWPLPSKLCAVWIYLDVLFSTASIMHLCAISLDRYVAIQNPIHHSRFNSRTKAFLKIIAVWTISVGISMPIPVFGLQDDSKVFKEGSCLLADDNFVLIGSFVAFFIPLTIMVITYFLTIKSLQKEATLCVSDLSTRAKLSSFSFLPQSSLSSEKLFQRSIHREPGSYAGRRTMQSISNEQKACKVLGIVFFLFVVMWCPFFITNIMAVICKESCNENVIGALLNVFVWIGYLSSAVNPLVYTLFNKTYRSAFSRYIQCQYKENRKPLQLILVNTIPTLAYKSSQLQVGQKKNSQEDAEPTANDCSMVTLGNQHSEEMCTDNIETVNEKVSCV
aDG glyco up: alpha-DG glycosylation activation; activation, % at 10 µM; hit rate 0.22% among 360,000; Pro5-aDG cells, alpha-DG glycosylation AlphaScreen (IIH6); 0% Pro5, 100% B10-LARGE cell signal;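 active = activation of at least 8% versus controls, or a plate z-score of at least 8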;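 note: Pro5 are CHO cells carrying HIG-tagged alpha-DG that lacks glycosylation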
hiPSC survival: hiPSC single-cell survival enhancement; ATPlite luminescence; 100% = ROCK inhibitor wells, 0% = DMSO; survival enhancement, % at 20 µM; hit rate 0.044% among 360,000; AID 602274; in the data active = survival enhancement above about 18%;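 note: cells exposed to compounds for 16 hours before the ATP read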
The depositor's hits bear a star; · = not tested or not shown.

Molecule,ABCB6 inh 2,MC4R barr agon,m5-HT2A agonist,Granule exo inh,MC4R antagonist,ABHD5 PLIN5 PPI,H9c2 protect,aDG glyco up,Glyco luc inh,hiPSC survival
O=C(CNC(=O)c1ccco1)N=Nc1c(O)[nH]c2ccc(Br)cc12,87,1.8,0,0,-12,12,-1,-0.3,1,0.0
CCOP(=O)(OCC)C(Cc1ccc(OC)c(OC)c1)N=C(c1ccccc1)c1ccccc1 (stereo not drawn),96,·,5,-11,·,8,-4,-0.1,-4,-1.0
COc1ccccc1NS(=O)(=O)c1cccc(C(=O)N/N=C/c2c(CO)cnc(C)c2O)c1,100,-0.6,5,1,1,10,52*,0.0,2,1.1
OC[C@@H]1CN(Cc2ccco2)C[C@H](n2cnc3c(NCc4ccncc4)ncnc32)O1,96,0.1,9,20,13,8,-4,0.0,2,-0.6
COc1cccc2cc(-c3ccccc3)oc12,96,1.1,-1,-12,12,2,-5,-0.2,0,0.0
CCOc1ccccc1C(=O)N[C@H](C(=O)OCc1csc(CC(=O)Nc2ccc(C)cc2)n1)C(C)C,95,-0.9,-4,-1,9,8,-9,0.8,-2,-1.3
O=C(NCC1COc2ccccc2O1)c1ccc(Br)s1 (stereo not drawn),101,-3.0,-5,3,12,0,-7,0.3,1,1.9
Cc1cccc(C)c1NC(=O)C(NC(=O)c1ccccn1)c1ccccc1[N+](=O)[O-] (stereo not drawn),100,-1.3,11,0,4,-3,7,-0.4,1,-2.3

Reprinted at random: two records from the list, in no set order.
Molecule,ABCB6 inh 2,MC4R barr agon,m5-HT2A agonist,Granule exo inh,MC4R antagonist,ABHD5 PLIN5 PPI,H9c2 protect,aDG glyco up,Glyco luc inh,hiPSC survival
Cc1cccc(C)c1NC(=O)C(NC(=O)c1ccccn1)c1ccccc1[N+](=O)[O-] (stereo not drawn),100,-1.3,11,0,4,-3,7,-0.4,1,-2.3
COc1cccc2cc(-c3ccccc3)oc12,96,1.1,-1,-12,12,2,-5,-0.2,0,0.0

(list continues)
Molecule,ABCB6 inh 2,MC4R barr agon,m5-HT2A agonist,Granule exo inh,MC4R antagonist,ABHD5 PLIN5 PPI,H9c2 protect,aDG glyco up,Glyco luc inh,hiPSC survival
Cc1ccc(C)c(S(=O)(=O)N2CCCOC2CNC(=O)C(=O)NCc2ccco2)c1 (stereo not drawn),103,-2.4,-3,-14,0,4,4,0.1,-1,0.0
CS(=O)(=O)N(CC(=O)N1CCN(c2ccccc2F)CC1)c1cc(C(F)(F)F)ccc1Cl,96,-1.8,-3,8,9,1,-13,0.1,0,2.4
COC1=C(Nc2ccccc2)C(=O)c2ccccc2C1=O,97,-2.9,4,-1,-14,-34,-17,2.6,-1,-0.2
Cc1ccc(NN2C(=O)C=C(c3ccc(Cl)cc3)C2=O)cc1,97,-3.7,4,39,11,95*,-30,-0.5,2,0.8
O=[N+]([O-])c1ccccc1-n1cnc2ccccc21,97,2.9,3,2,6,3,2,0.3,0,-0.6
COc1ccc(C)cc1NC(=O)CN1C(=O)COc2ccc(S(=O)(=O)N3CCCCCC3)cc21,96,-0.9,-1,2,18,-5,-2,-0.2,-2,1.0
OC(c1ccc(F)cc1)c1nc(-c2ccccc2)cs1 (stereo not drawn),99,3.9,-1,-6,-4,3,-12,0.2,1,-1.1
COc1ncccc1-c1nnn(-c2ccc(Cl)c(Cl)c2)n1,99,-2.3,-9,-20,-6,0,-8,0.1,-1,1.4
Cc1nc(Nc2cccc(C(C)O)c2)c2nnn(Cc3ccc(F)cc3)c2n1 (stereo not drawn),101,3.6,-6,16,12,-1,-6,0.5,-1,-0.7
COc1ccc([N+](=O)[O-])cc1N(CC(=O)Nc1ccccc1C(=O)N1CCOCC1)S(C)(=O)=O,94,-3.2,5,0,0,-2,1,-0.3,2,0.1
COc1ccc(/C=N/NC(=O)C2c3ccccc3-c3ccccc32)cc1,92,-1.4,-1,8,-1,-5,-7,0.0,2,0.4
CCOCCCNC(=O)C1CCCN1S(=O)(=O)c1ccc(Cl)cc1 (stereo not drawn),96,-0.3,-3,-3,8,3,-6,0.0,-1,0.0
CCOC(=O)c1[nH]c2ccc(F)cc2c1NC(=O)c1cc(OC)c(OC)c(OC)c1,97,-1.2,1,-5,0,0,37,-0.3,6,-0.9
Cc1ccc(C(=O)N/C(=C\c2cn(C)c3ccccc23)C(=O)OCCN(C)C)cc1,96,2.5,-6,4,0,0,5,0.0,2,-0.1
Cc1nnc(SCC(=O)NC(C)(C)C)n1NCc1ccc(N(C)C)cc1,98,-1.9,3,-2,-1,-1,3,-0.2,-1,0.5
COc1ccc(/C=C2\SC(=N)N(c3ccc(F)cc3)C2=O)cc1,99,-4.1,-2,3,0,-2,4,0.0,2,0.3
Cc1cc(C(=O)CN2C(=O)C(=O)N(Cc3ccccc3)C2=O)c(C)n1-c1ccccc1F,100,-0.7,-2,-4,14,-11,-4,-0.1,1,-1.1
Cc1ccc(-n2c(O)c(C=NCc3ccccn3)c3ccccc3c2=O)cc1C,104,-2.2,3,-5,-3,12,11,0.0,9,4.1
COC(=O)[C@@]12CCCCN1[C@H](c1ccc(-c3cccc(Cl)c3)cc1)[C@H]1C(=O)N(C)C(=O)[C@H]12,95,0.2,11,-5,3,0,-5,0.0,-3,-1.1
COC(=O)CN(C)C1CC(=O)N(c2ccc(Cl)cc2)C1=O (stereo not drawn),93,-0.2,3,2,22,0,-1,0.2,1,4.3
COc1ccc(-c2oc3ccccc3c2C(=O)OCc2ccc(O)cc2)cc1,104,-0.6,-5,-2,5,-8,-8,-0.3,-3,0.7
C[C@H](O)[C@@H]1C(=O)N2CCc3ccc(-c4cccc(F)c4)cc3[C@@H]2C[C@@H]1N(C)C(=O)Nc1ccccc1,98,3.4,-1,-4,5,6,15,0.5,-1,14
COc1cc(/C=C/C(=O)OCC(=O)Nc2cc(C(F)(F)F)ccc2N2CCOCC2)ccc1O,95,24*,-3,2,3,1,1,0.1,6,0.5
O=C(O)c1ccc(Cl)c(S(=O)(=O)Nc2ccc(OCc3ccccc3)cc2)c1,94,-0.6,8,4,-5,4,-10,0.0,-2,-0.6
Cc1cccc(CN(C)C[C@@H]2OCc3cnnn3CCCC(=O)N([C@@H](C)CO)C[C@H]2C)c1,98,1.6,1,-5,-7,12,8,1.9,3,-1.1
COc1cc(OC)c(C2=Nc3ccc(Br)cc3C(c3ccccc3)N2CC(=O)NN)cc1OC (stereo not drawn),95,-3.3,-8,4,4,5,-2,0.0,2,0.8
COc1ccc(N2CCN(C(=O)c3ccc(N(C)S(=O)(=O)c4ccc(C)cc4)cc3)CC2)cc1,95,-0.5,-1,-2,-3,1,-31,0.9,-5,-1.5
COc1ccc(CCNC(=O)c2ccc(Cl)cc2Cl)cc1OC,98,-1.9,9,11,11,-3,-11,0.2,-1,-1.1
O=C(NCC1(N2CCCCC2)CCCCC1)c1cccc(S(=O)(=O)Nc2ccc(F)cc2)c1,95,-1.4,-12,-1,8,-7,8,-0.3,-4,-0.2
CCOC(=O)c1ccc(-n2cncn2)nc1,101,-0.4,5,-1,5,2,4,-0.1,3,-0.4
O=C(O)c1ccccc1-c1cn2cc(Cl)ccc2n1,105,-2.2,-4,0,-1,1,-13,0.1,-1,-1.6
COc1ccc(/C=N/NC(=S)NCC2CCCO2)cc1 (stereo not drawn),96,-0.4,0,10,-4,-10,-3,0.0,0,2.1
COc1ccc(OC)c(CNC(=O)C2CCCN(S(=O)(=O)N3CC(C)CC(C)C3)C2)c1 (stereo not drawn),99,0.0,-1,-1,-3,-1,1,0.4,1,-0.5
FC(F)(F)c1ccccc1Cc1c(-c2cccc(Cl)c2)nc2c3ccccc3ccn12,112,·,6,-7,·,-6,·,0.8,·,-0.2
COC(=O)N/N=C/c1ccc([N+](=O)[O-])s1,109,-1.2,3,5,-3,6,5,3.3,4,-3.0
O=C(Nc1ccc2ccccc2n1)c1ccc(Cl)cc1,96,6.1,-1,7,2,-2,-14,-0.1,-8,-0.5
CCCn1c(SCC(=O)Nc2ccc(OC)cc2)nnc1-c1ccncc1,103,0.6,2,0,0,2,-3,0.4,2,-1.8
COc1ccccc1/C=N/NC(=O)c1nnn(-c2nonc2N)c1CN(C)c1ccccc1,99,-3.8,3,3,0,4,11,0.0,2,0.1
COCc1cc(C)nc(SCC(=O)Nc2ccc(N3CCOCC3)cc2)c1C#N,99,-1.9,1,5,3,-1,-1,0.0,-2,0.2
CCC(=O)c1ccc(OCC(=O)OCC(=O)N2CCc3ccccc32)cc1,100,-3.0,7,2,26,-3,3,0.2,3,-0.2
Cc1nc2ccc(Cc3ccc4nc(C)[nH]c4c3)cc2[nH]1,106,2.1,-1,1,11,0,-10,-0.1,-1,4.0
Cc1cccnc1C(NC(=O)C1CCN(Cc2ccccc2)CC1)c1ccc(F)cc1 (stereo not drawn),99,0.6,-6,-3,5,2,17,0.1,-7,-2.4
CC(C)=CCN1CCN(Cc2cc3ccccc3[nH]2)CC1CCO (stereo not drawn),101,1.1,1,16,5,6,8,0.0,0,-0.4
Cn1c(SCC(=O)Nc2ccc(NC(=O)c3ccccc3F)cc2)nnc1-c1ccncc1,102,0.9,-7,2,5,1,-8,0.1,-4,-0.3
O=C(Cc1ccc([N+](=O)[O-])cc1)N/N=C/c1cccnc1,98,-0.4,-1,0,3,0,-1,0.0,2,0.6
CN(C)c1nc(N)c([N+](=O)[O-])c(NCCO)n1,100,-0.2,-2,4,0,0,10,0.1,0,3.0
COCCNC(=S)N(C)[C@H]1C[C@H]2c3cc(-c4ccccc4)ccc3CCN2C(=O)[C@H]1[C@H](C)O,93,-0.6,0,-3,5,-2,-6,0.0,2,1.1
CCc1ccc(NC(=O)c2ccc3c(c2)C(=O)N(Cc2ccco2)C3=O)cc1,99,11*,-1,-3,-10,20,-1,0.0,-1,-1.9
Cc1cccc(C(=O)Nc2nnc(-c3ccc(C(C)(C)C)cc3)s2)c1,86,-1.2,6,1,-1,2,6,-0.1,2,-1.4
CCOC(=O)c1sc(Nc2nc3c(F)cccc3s2)cc1C,96,6.7,-1,-1,7,-5,-8,0.0,4,3.8
COC(=O)C(C(=O)OC)c1ncccc1[N+](=O)[O-],99,-0.8,8,2,5,0,6,0.0,1,-0.4
CCc1nnc(NC(=O)CSc2ccc(-c3ccc(-n4cccn4)cc3)nn2)s1,99,-1.9,3,-4,-4,3,-7,0.0,-3,0.4
COc1cccc(NC(=O)Nc2nc(SC(C)(C)C)ns2)c1,92,0.8,5,0,-5,-15,-13,-0.1,-1,2.5
CCCCOc1ccc(/C=C/C(=O)N(CC)CC(=O)Nc2ccc3c(c2)OCCO3)cc1OC,99,-2.9,-5,2,-2,-10,0,-0.3,-3,-0.5
CC(=O)Nc1ccc(S(=O)(=O)N2CCN(c3ncccn3)CC2)cc1,95,-0.6,-2,4,7,1,-2,0.0,1,-0.7
COc1ccc(NC(=O)c2c(N)cnn2C)cc1,93,-1.3,2,-8,-2,3,0,-0.3,2,-0.3
